Autophagy HCS: autophagy modulators in MEF cells, primary screen, imaging, high-content, MEF GFP-LC3; MEF GFP-LC3 puncta imaging; test concentration mostly 10 µM; calls only at 10 µM (by protocol); 0.98% of 190,000 active; AID 463193, 2010;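 active = percentage of spot-positive cells more than 3 SD above its plate mean, without a fluorescence outlier flag or 80% toxicity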;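 note: spot-positive cell cutoff set from DMSO-treated cells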
Ins promoter up: insulin promoter activators in MIN6 cells, imaging, high-content screening, mouse beta cells | MIN6 insulin promoter-GFP reporter; hits give high values | z-score at 5 µM | 0.3% of 190,000 active;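 active = z-score above 3 at 5 µM with at least 500 cells counted in the well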
M17LAP inhibition: P. falciparum M17LAP inhibitors, primary screen, biochemical, fluorogenic H-Leu-NHMec substrate, 1536-well (AID 1619); Leucine aminopeptidase (Plasmodium falciparum (isolate 3D7)); one-dose inhibition, % at 30 µM; IC50 in µM for titrated hits; 0.38% of 220,000 active; recombinant M17LAP, H-Leu-NHMec fluorogenic kinetic assay; higher % means a stronger effect;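 active = compound inhibiting the enzyme by more than half at any dose during confirmatory dose-response retesting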;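 note: plate controls were full reaction with DMSO carrier for no effect and no enzyme background for full effect; strong numbers were not always called active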
Lipid droplet: inhibitors of hepatocyte lipid droplet formation, primary screen, imaging, high-throughput imaging, BODIPY stain; AML12 mouse hepatocytes, oleate lipid droplets; inhibition, % at 6.5 µM; 0.4% of 240,000 active; AID 1656, 2009;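 active = lipid droplet intensity inhibited by at least 50%, with more than 500 cells counted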
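Assay system: AML12 mouse liver cells | Compound: 6.5 µM single-point dosing | Schedule: Overnight exposure | Technique: Fluorescence imaging, 20x objective, two fields per well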
Dynein transport: inhibitors of GR-EGFP nuclear translocation, primary screen, dynein cargo transport inhibitor project, imaging, high-content, 3617.4 mouse cells. test concentration mostly 20 µM; stimulated with dexamethasone, 1 µM; hits give low values. z-score, hits read low. 0.47% of 220,000 active. AID 1381, 2008;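 active = plate z-score of nuclear minus cytoplasmic receptor signal below a set negative limit, without overly bright fluorescence or cell loss, cut at about -3.5 in these data, passing the limit was not always enough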;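 note: z-score of nuclear minus cytoplasmic ring GR-EGFP intensity difference per well; some compounds called inactive have numbers as strong as hits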
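Also added – dexamethasone, 1.0 µM final · Buffer or medium – tet-free, stripped-serum medium · Schedule – induction 48 h, compound 1 h, agonist 30 min · Detection – formaldehyde fixation, Hoechst nuclear stain, 10x automated fluorescence imaging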
P. falciparum M1AAP: P. falciparum M1AAP inhibitors, biochemical, fluorogenic H-Leu-NHMec substrate, 1536-well (AID 1445) | recombinant M1AAP, H-Leu-NHMec fluorogenic kinetic assay; higher % means a stronger effect | one-dose inhibition, % at 30 µM; IC50 in µM for titrated hits | Aminopeptidase N (Plasmodium falciparum (isolate 3D7)) | 0.42% of 220,000 active;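 active = primary inhibition above the hit cutoff, then over 50% inhibition at one or more dose response concentrations, cut at about 23% in these data, passing the limit was not always enough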;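 note: plate controls were DMSO full reaction for no effect and no enzyme background for full effect; strong numbers were not always called active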
Yfh1-depleted yeast: enhancers of respiration in Yfh1-depleted yeast, dose response, Friedreich's ataxia, plus single-dose screen (AID 1465) | S. cerevisiae Yfh1-off respiration, WST-1 reduction, 72 h; higher fold induction means a stronger effect | one-dose fold induction at 50 µM; EC50 in µM for titrated hits | 0.074% of 220,000 active;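 active = fold induction of absorbance versus untreated yeast above a set limit, then at least 30% activation at any dose in follow-up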;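 note: activators that raise dye reduction in frataxin-depleted yeast; strong numbers were not always called active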
MT stabilize HCS: microtubule stabilizers in HeLa cells, primary screen, imaging, high-content imaging. HeLa tubulin immunostaining HCS, 24 h; share of cells brighter than vehicle mean+2SD. % tubulin-high responders, % at 10 µM. 0.83% of 200,000 active. AID 2205, 2009;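 active = plate Z-score above 3 for both tubulin-high and condensed-nucleus cell shares, with cell loss under 80%, at 10 µM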;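 note: anti alpha tubulin signal scored within the nucleus-defined area of each cell; some results filed as inactive read as strong as hits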
ER stress rescue: rescue of cells from ER stress-induced death, primary screen, 384-well, CSM14.1, thapsigargin, ATP luminescence (AID 1222). cellular ATP content (survival), % at 20 µM; hits with a dose series show EC50 in µM. 190,000 tested, under 10 active. CSM14.1 thapsigargin-induced death rescue, ATP luminescence; higher % means a stronger effect;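 active = EC50 below 50 µM in the dose-response confirmation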;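 note: death triggered by thapsigargin at about 15 µM added after 2 h compound pretreatment; cell ATP read after overnight thapsigargin exposure of roughly 18 to 22 hours; normalized against plate controls of thapsigargin alone and 5% DMSO vehicle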
Dynein transport cytoplasmic EGFP: further read-out of Dynein transport, marked with its call; z-score; measured here: cytoplasmic GR-EGFP intensity; hits give high values
Dynein transport nuclear GR-EGFP: also measured in Dynein transport; calls as there; z-score; measured here: nuclear GR-EGFP intensity;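 lower value marks the stronger effect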
Dynein transport cell count: also measured in Dynein transport; calls as there; z-score; measured here: cell count per field
Ins promoter up cell count: also measured in Ins promoter up; calls as there; cell count; measured here: cytotoxicity, nuclei count;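 total cells summed across four imaged fields per well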
Lipid droplet cells 6.5 µM: recorded beside Lipid droplet, whose call it bears; cell count; measured here: cell count, cytotoxicity flag;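 cells counted across two imaged fields per well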
MT stabilize HCS Hoechst-high %: also measured in MT stabilize HCS; calls as there; % Hoechst-high responders; measured here: nuclear condensation Hoechst responders;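 share of cells brighter than vehicle mean plus two SD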
MT stabilize HCS cytotoxicity %: also measured in MT stabilize HCS; calls as there; toxicity, %; measured here: cytotoxicity by cell density;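 0% = mean cell density of plate MIN control wells and 100% = no cells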
Autophagy HCS cell loss 18 h: second read-out of Autophagy HCS, no call of its own (marks repeat the call); toxicity, %; measured here: cell loss, nuclei count;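 cell loss after 18 h compound exposure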
* marks the source's active call; other numbers are inactive results; i = inactive; nt = no result given; + = active, no number.

SMILES | Autophagy HCS | Autophagy HCS cell loss 18 h | Ins promoter up | Ins promoter up cell count | M17LAP inhibition | Lipid droplet | Lipid droplet cells 6.5 µM | Dynein transport | Dynein transport cytoplasmic EGFP | Dynein transport nuclear GR-EGFP | Dynein transport cell count | P. falciparum M1AAP | Yfh1-depleted yeast | MT stabilize HCS | MT stabilize HCS Hoechst-high % | MT stabilize HCS cytotoxicity % | ER stress rescue
Cc1cccc(NC(=O)Cn2cnc3ccccc3c2=O)c1C | i | 4.5 | 0.16 | 1037 | 33.1% | 4.2 | 755 | -0.649 | -0.179 | -0.457 | 0.3 | 14.7% | i | 2.1 | 0.6 | 8.7 | 0.2%
CN(C(=O)CCl)C1CCCc2ccccc21 (centres undefined) | i | 3.6 | 1.07 | 972 | -1.6% | -23.4 | 642 | -7.6* | 2.14* | -2.69* | 0.0599* | 0.5% | i | 3.6 | 3.3 | 11.4 | -0.5%
Cc1ccc(N/C(N)=N/c2nc(CSc3ccc(C)cc3)cc(=O)[nH]2)cc1 | i | 6.3 | -1.94 | 697 | 3.2% | -5.3 | 671 | -0.000153 | 0.0346 | -0.0688 | 0.0921 | 2.8% | nt | 3.4 | 1.7 | 10.6 | -3.1%
Cc1cc(C(F)F)nn1CC(=O)NCc1ccccc1F | i | -3.6 | 0.47 | 1015 | 8.5% | 1.3 | 732 | 0.33 | -0.249 | -0.0299 | 0.991 | -1.9% | i | 2.3 | 1.5 | 3.3 | -1.0%
COc1ccc(NC(=O)Cc2cccc(F)c2)cc1S(=O)(=O)Nc1ccccc1Cl | nt | nt | 0.43 | 952 | 2.8% | -6.7 | 675 | 1.2 | -0.597 | 0.637 | -1.38 | -1.1% | i | nt | nt | nt | nt
CN(c1cccc(NC(=O)CN2C(=O)c3ccccc3S2(=O)=O)c1)S(C)(=O)=O | i | 0.3 | -1.15 | 1286 | 51.6% | -2.9 | 757 | 1.24 | -0.182 | 0.625 | -0.795 | -1.8% | i | 4.3 | 2.8 | 1.1 | -2.8%
COc1cc(/C=N/NC(=O)C(=O)NCc2ccco2)ccc1O | i | 3.8 | -0.44 | 1504 | 11.0% | 8.9 | 693 | -0.549 | -0.138 | 0.043 | 1.36 | 7.3% | i | 4.9 | 2.6 | 11.4 | 0.5%
O=C(CC1CCCCC1)N1CCC(c2nc(-c3ccc(S(=O)(=O)N4CCCC4)cc3)no2)CC1 | i | 18.2 | -0.84 | 1483 | -6.2% | nt | nt | -0.331 | -0.213 | -0.565 | -0.409 | -0.1% | i | 21.7 | 9.7 | 37.9 | -5.1%
CCSc1nc(N2CCOCC2)c2c(c1C#N)CC(C)(C)N(C)C2 | i | 1.8 | nt | nt | 9.9% | 5.0 | 785 | -1.1 | -0.214 | -0.46 | 0.94 | -1.8% | i | 1.4 | 2.2 | 7.3 | -1.4%
O=C(NCCN1CCOCC1)c1cc(-c2cccs2)on1 | i | -7.8 | nt | nt | 16.0% | 12.5 | 732 | 0.743 | -0.274 | 1.23 | -0.648 | 3.4% | i | 7.4 | 3.7 | 7.8 | -1.2%
O=[N+]([O-])c1ccc(O)c(NC(=S)Nc2ccccc2)c1 | i | -6.1 | -0.07 | 928 | 42.3% | -1.1 | 751 | 0.533 | -0.138 | 0.37 | -0.0825 | -0.9% | i | 1.4 | 2.2 | 7.5 | 1.5%
CCN(CC)S(=O)(=O)c1ccc(S(=O)(=O)N2CCN(C(=O)c3ccco3)CC2)cc1 | i | -0.7 | 0.06 | 1272 | 2.8% | 10.9 | 737 | 0.417 | -0.211 | -0.0674 | -0.232 | -1.9% | i | 3.3 | 1.8 | 9.1 | -1.0%
Cc1ccccc1OCCOC(=O)c1nc2nccc(C)n2n1 | i | -9.9 | -0.04 | 1109 | -2.9% | -4.1 | 700 | -0.361 | 0.0457 | -0.197 | 0.0689 | 1.3% | i | 3.4 | 1.7 | 9.2 | 1.3%
CC(=O)[C@@]1(O)CC[C@H]2[C@@H]3C[C@H](C)C4=CC(=O)C=C[C@]4(C)[C@@]3(F)[C@@H](O)C[C@@]21C | i | 17.3 | nt | nt | 10.9% | 1.1 | 643 | -0.707 | -0.3 | -0.183 | 1.23 | 11.1% | i | 1.4 | 1.4 | 8.2 | -1.5%
Fc1ccc(CO/N=C/C2=C(Cl)c3ccccc3CC2)cc1 | i | -6.1 | -0.4 | 1131 | -0.5% | -11.2 | 726 | 0.59 | -0.055 | 0.573 | 0.00898 | 0.5% | i | 1.4 | 1.1 | 4.9 | -1.0%
COCC(=O)NC1CCN(C(=O)Nc2ccc(Br)cc2)CC1 | i | -2.4 | 0.47 | 1374 | -15.7% | -7.4 | 739 | -0.636 | -0.207 | -0.374 | 0.719 | -2.9% | i | 2.1 | 1.6 | 1.9 | -5.2%
CCOC(=O)CCCNC(=O)COC(=O)c1cc2ccccc2cc1O | i | -4.8 | -0.75 | 886 | 5.7% | 15.0 | 825 | 0.357 | -0.262 | 0.175 | 0.827 | -2.6% | i | 2.9 | 1.4 | 9.4 | -0.4%
O=C(OCc1ccc(COC(=O)c2ccccn2)cc1)c1ccccn1 | i | -18.1 | -0.04 | 1219 | 3.9% | -1.7 | 786 | -0.665 | -0.0124 | -0.161 | 0.873 | 1.7% | i | 2.3 | 1.3 | 5.1 | 1.2%
CCC(COC)NCc1cn(-c2ccc(OC)cc2)nc1-c1cccc(F)c1 (centres undefined) | i | 9.7 | -0.06 | 1565 | nt | -8.9 | 666 | -0.726 | -0.164 | -0.107 | 1.15 | nt | i | 3.3 | 1.0 | 8.5 | -1.6%
COc1ccc2[nH]cc(CCNS(=O)(=O)c3ccc(NC(C)=O)cc3)c2c1 | + | -1.0* | 0.15 | 1186 | 9.7% | 5.4 | 720 | 1.07 | -0.329 | 0.307 | 0.761 | 5.5% | i | 3.0 | 2.0 | 5.6 | -5.2%

Next part, overlapping the part above by 2 compounds.
SMILES | Autophagy HCS | Autophagy HCS cell loss 18 h | Ins promoter up | Ins promoter up cell count | M17LAP inhibition | Lipid droplet | Lipid droplet cells 6.5 µM | Dynein transport | Dynein transport cytoplasmic EGFP | Dynein transport nuclear GR-EGFP | Dynein transport cell count | P. falciparum M1AAP | Yfh1-depleted yeast | MT stabilize HCS | MT stabilize HCS Hoechst-high % | MT stabilize HCS cytotoxicity % | ER stress rescue
CCC(COC)NCc1cn(-c2ccc(OC)cc2)nc1-c1cccc(F)c1 (centres undefined) | i | 9.7 | -0.06 | 1565 | nt | -8.9 | 666 | -0.726 | -0.164 | -0.107 | 1.15 | nt | i | 3.3 | 1.0 | 8.5 | -1.6%
COc1ccc2[nH]cc(CCNS(=O)(=O)c3ccc(NC(C)=O)cc3)c2c1 | + | -1.0* | 0.15 | 1186 | 9.7% | 5.4 | 720 | 1.07 | -0.329 | 0.307 | 0.761 | 5.5% | i | 3.0 | 2.0 | 5.6 | -5.2%
O=C(O)CC1(CC(=O)Nc2ccc3ccccc3n2)CCCCC1 | nt | nt | -0.13 | 1042 | 1.5% | -12.2 | 710 | -0.154 | -0.248 | 0.232 | 0.479 | 2.6% | i | nt | nt | nt | nt
O=C(Nc1nc2c(cc3c4c(cccc42)CC3)s1)c1ccccc1Cl | i | -1.7 | -0.93 | 1384 | -8.8% | 16.6 | 693 | 0.0487 | -0.184 | -0.0703 | 0.26 | -4.2% | i | 4.5 | 1.7 | 8.2 | -1.7%
CCOc1ccc(C(=O)Nc2ccc(-c3nc4ccccc4[nH]3)cc2)cc1[N+](=O)[O-] | i | 40.0 | -0.51 | 1388 | 3.5% | 1.3 | 591 | -0.0893 | -0.271 | -0.158 | 0.665 | 1.6% | i | 5.0 | 2.2 | 7.0 | -1.8%
COc1cc(CNCCO)ccc1OC1CCCC1 | i | 3.9 | -0.1 | 802 | 1.6% | 18.9 | 801 | 0.821 | -0.0715 | 0.277 | 0.425 | 3.4% | i | 1.7 | 2.3 | 7.6 | 2.1%
CCOC(=O)c1cc(C)n(-c2ccccc2)c1C | nt | nt | 0 | 1490 | -1.9% | 3.5 | 720 | 0.182 | -0.186 | 0.0914 | 0.174 | -1.6% | i | nt | nt | nt | nt
CCOC(=O)c1c(C)c(C#N)c2c3ccccc3ccn12 | i | 52.8 | -0.4 | 774 | -0.4% | -2.4 | 795 | 3.36 | 0.111 | 1.69 | -1.34 | 0.4% | i | 2.8 | 1.7 | 0.3 | -0.6%
C=CCn1c(SCc2ccccc2)nc(O)cc1=O | i | -3.1 | nt | nt | 21.4% | 12.6 | 720 | 0.409 | -0.05 | 0.108 | 0.167 | -0.2% | i | 2.0 | 1.5 | 7.5 | -0.3%
O=P(O)(CN1CCCCC1)CN1CCCCC1 | i | -1.0 | -0.47 | 1879 | 6.0% | 6.0 | 663 | 0.395 | 0.0511 | 0.691 | 0.197 | 4.8% | i | 3.1 | 2.4 | 4.6 | -2.0%
C#CCNC(=O)C(C)c1ncc(C(F)(F)F)cc1Cl (centres undefined) | i | 0.2 | -0.18 | 1173 | -6.1% | -18.8 | 633 | -0.0343 | -0.338 | -0.0554 | -0.682 | -1.0% | i | 2.9 | 2.6 | 4.8 | -2.1%
Cc1ccc(C(=O)NCc2nnc(SCC(=O)Nc3ccccc3)n2C)cc1 | i | -4.6 | 0.19 | 1419 | 31.3% | 20.3 | 614 | -0.093 | -0.234 | 0.3 | -0.568 | 9.1% | i | 1.2 | 1.6 | 7.8 | -0.7%
S=c1nc(-c2ccccc2)[nH]n1-c1ccccc1 | i | 11.0 | -0.31 | 1440 | 11.4µM* | nt | nt | -0.249 | -0.257 | 0.213 | -0.0273 | -0.5% | nt | 5.2 | 2.4 | 7.4 | -1.0%
